Source: PubChem
HEK293 cAMP cs: counter-screen for TSHR agonists: cAMP increase in parental HEK293; 73,000 tested, 2.5% active; Potency, µM (top dose mostly 57.1 µM), without a hit: at the top dose activation, usual class: activators; parental HEK293 CNG cAMP sensor, membrane potential fluorescence; note: potency is the fitted concentration of half-maximal effect; % of control where 0% means no effect; nearly all actives have a fitted effect of over 55% in size
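Parental HEK 293 cells stably expressing a modified CNG channel (no TSHR) report cAMP rise as membrane depolarization. Membrane potential dye with 100 uM RO 20-1724 was loaded for 60 min at room temperature, then compound added for 30 min; fluorescence read at 590 nm.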
Tau filament bind: binds recombinant human tau filaments; Potency, µM (doses to about 57.1 µM), for the others: at the highest dose activity change, negative = inhibition; 71,000 tested, 2% active; AID 596; P10636; recombinant tau filaments, thioflavin S fluorescence, 15 h; filaments grown with octadecylsulfate alongside compound;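 note: potency is the fitted concentration of half-maximal effect; % is set by controls: 0 for no effect and ±100 for the full control effect; actives lower thioflavin S fluorescence by blocking filaments or displacing dye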
Target sequence (P10636 whole entry, looked up): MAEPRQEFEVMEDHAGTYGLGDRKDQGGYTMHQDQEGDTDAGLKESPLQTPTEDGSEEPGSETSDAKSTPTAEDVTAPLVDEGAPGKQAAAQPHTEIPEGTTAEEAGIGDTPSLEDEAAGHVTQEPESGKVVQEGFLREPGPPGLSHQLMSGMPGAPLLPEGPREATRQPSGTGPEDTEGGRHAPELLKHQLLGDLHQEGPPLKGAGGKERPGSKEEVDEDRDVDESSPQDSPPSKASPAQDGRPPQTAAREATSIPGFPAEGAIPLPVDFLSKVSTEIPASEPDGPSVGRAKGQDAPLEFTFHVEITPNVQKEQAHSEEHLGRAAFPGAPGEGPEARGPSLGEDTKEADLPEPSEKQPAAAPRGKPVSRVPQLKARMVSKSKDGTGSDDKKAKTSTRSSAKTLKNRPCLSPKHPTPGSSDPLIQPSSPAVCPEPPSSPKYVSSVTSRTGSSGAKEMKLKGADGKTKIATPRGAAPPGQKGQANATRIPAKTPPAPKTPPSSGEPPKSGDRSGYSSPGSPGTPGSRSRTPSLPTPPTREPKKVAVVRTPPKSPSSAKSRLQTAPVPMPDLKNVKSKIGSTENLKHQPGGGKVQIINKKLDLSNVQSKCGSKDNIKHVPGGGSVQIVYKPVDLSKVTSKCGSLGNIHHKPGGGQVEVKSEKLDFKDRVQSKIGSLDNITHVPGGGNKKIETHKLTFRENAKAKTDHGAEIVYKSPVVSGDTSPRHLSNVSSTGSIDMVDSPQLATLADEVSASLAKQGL
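ThS-based fibril read: tau 1 uM final, inducer ODS 30 uM final, 37 C for 15 h, ex 450/em 510 nm.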
Casp7 inh: caspase-7 (human) inhibition, allosteric or competitive; P55210; recombinant caspase-7, Ac-DEVD-AFC fluorescence rate; Potency, µM (top dose mostly 57.5 µM), for the others: top-dose activity change, negative = inhibition, most hits filed as inhibitors; 75,000 tested, 0.02% active; AID 889; active = well fitted inhibition curve with a large enough effect in the main read-out, with a control signal flat, not every such curve was filed as active; inconclusive = small, poorly fitted or top-dose-only effect, or a change in a side signal; note: potency is the fitted concentration of half-maximal effect; % of control where 0% means no effect
FLuc inh: firefly luciferase inhibition; P08659; purified firefly luciferase, luminescence, 8 min; Potency, µM (highest dose often 57.1 µM), inactives show at the top dose activity change, negative = inhibition, hits mostly inhibitors; 72,000 tested, 2.2% active; note: potency is the fitted concentration of half-maximal effect; % is set by controls: 0 for no effect and ±100 for the full control effect; nearly all actives have a fitted effect of over 40% in size
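Compounds were tested as concentration series (qHTS) against purified P. pyralis luciferase with luciferin and 10 uM ATP in 50 mM imidazole pH 7.2, 50 mM KCl, 7 mM MgCl2, 0.01% Tween 20, 0.05% BSA. Luminescence was read after 8 min at ambient temperature.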
BRCT PPI green: BRCA1 BRCT-phosphoprotein interaction inhibition; BRCA1 BRCT-phosphopeptide binding, green fluorescence polarization; P38398; AID 875; 75,000 tested, 0.05% active; Potency, µM (top dose mostly 76.9 µM), without a hit: top-dose activity change, negative = inhibition, most hits filed as inhibitors;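 note: potency is the fitted concentration of half-maximal effect; plate controls were peptide without protein for full effect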
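Compounds were incubated for 12 min at room temperature with a complex of 100 nM fluorescein-tagged pBACH1 decapeptide and 250 nM His-tagged BRCT protein. Buffer was phosphate pH 7.3 with EDTA, DTT and Tween 20. Disruption of binding lowers the polarization signal.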
ERK AVP block: vasopressin-driven ERK pathway inhibition. HEK293-V1b, vasopressin-stimulated pERK AlphaScreen. Potency, µM (series often up to 57.5 µM), inactives show at the top dose activity, negative = inhibition, most hits filed as inhibitors. 72,000 tested, 0.99% active; note: potency is the fitted concentration of half-maximal effect; % is set by controls: 0 for no effect and ±100 for the full control effect; nearly all actives have a fitted effect of over 55% in size
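qHTS, compounds titrated on V1b-expressing HEK293 cells. Preincubation 30 min at 37C, vasopressin 25 nM for 5 min, lysis 10 min, bead incubation 5 hr at room temperature.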
A350 autofl: compounds fluorescent in Alexa 350 spectral region. AID 590. 59,000 tested, 11% active. max dye-equivalent concentration, M. Compound autofluorescence, 340/450 nm, Alexa 350 dye-equivalents; stronger effect = higher value; in the data active = max dye-equivalent concentration above about 10 nM; inconclusive = mostly about 1.1 nM to 9.6 nM
USP2a inhib: blocks human ubiquitin-specific protease USP2a; USP2a enzymatic assay, qHTS inhibition; Potency, µM (doses to about 38.3 µM), without a hit: at the top dose activity change, negative = inhibition, hits mostly inhibitors; 60,000 tested, 0.1% active;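 note: potency is the fitted concentration of half-maximal effect; nearly all actives have a fitted effect of over 60% in size; plate controls were DMSO for no effect and NEM full inhibition control for full effect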
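USP2 core (20 nM final) was preincubated with compound for 30 min at RT in 20 mM Tris-HCl pH 8.0, 2 mM CaCl2, 2 mM beta-mercaptoethanol; Ub-PLA2 (20 nM) plus NBD C6-HPC (20 uM) then added, fluorescence read after 2.5 h.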
BRCT inh red: inhibitors of human BRCA1 BRCT-phosphoprotein interaction (red fluorophore) | Potency, µM (titrated, usually from 76.9 µM), for inactives: at the highest dose activity change, negative = inhibition, hits mostly inhibitors | 75,000 tested, 0.03% active | BRCT-phosphopeptide binding, red fluorescence polarization | P38398; note: % is set by controls: 0 for no effect and ±100 for the full control effect
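Rhodamine-labelled pBACH1 10-mer (100 nM) bound to BRCT domain (100 nM) at pH 7.3; compounds incubated 12 min room temperature, polarization read. Free peptide defines full inhibition; unlabelled decapeptide titrated as control.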
CRE Fsk mod: modulators of forskolin-stimulated CRE signaling in CHO cells. CHO CRE-bla reporter (cAMP response element driving beta-lactamase), forskolin EC10, beta-lactamase ratio. Potency, µM (top dose mostly 38.2 µM), for inactives: at the top dose activity change, negative = inhibition, hits mostly activators. 71,000 tested, 2.5% active; active = well fitted activation curve with a large enough effect in the signal ratio, with a control signal flat, not every such curve was filed as active; inconclusive = small, poorly fitted or top-dose-only effect, or effect the other way, or a change in a side signal; the % refers to the signal ratio; note: potency is the fitted concentration of half-maximal effect; % of control where 0% means no effect
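Using CellSensor CRE-bla CHO cells in Opti-MEM with 0.5% dialyzed FBS, compounds were titrated with EC10 NKH 477 for 3 h at 37 °C. CCF4 ratio (460/530 nm) gave %Activity; AC50 derived.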
Casp1 inh: allosteric or competitive inhibitors of human caspase-1. P29466. 75,000 tested, 0.03% active. Potency, µM (titrated, usually from 57.5 µM), for the others: at the highest dose activity change, negative = inhibition, hits mostly inhibitors. Caspase-1 enzyme, Ac-WEHD-AFC fluorogenic rate;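 note: potency is the fitted concentration of half-maximal effect; plate controls were vehicle for no effect and no substrate for full effect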
Target sequence (P29466 120-297 limits assumed): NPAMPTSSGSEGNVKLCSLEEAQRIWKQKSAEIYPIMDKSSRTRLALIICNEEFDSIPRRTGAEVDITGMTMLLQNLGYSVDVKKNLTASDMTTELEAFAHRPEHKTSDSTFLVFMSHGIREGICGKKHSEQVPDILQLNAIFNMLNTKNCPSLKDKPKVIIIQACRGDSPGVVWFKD
Target sequence (P29466 317-404 limits assumed): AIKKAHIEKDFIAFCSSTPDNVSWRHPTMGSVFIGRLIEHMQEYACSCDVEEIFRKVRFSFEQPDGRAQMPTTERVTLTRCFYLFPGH
* hit, by the source's call; i = inactive; ? = inconclusive; . = not tested or not shown; [ ] = another dose, or the depositor's remark. Unless noted, calls come from the whole dose curve; as a rule, active = well fitted curve in the direction sought with a large enough effect; inconclusive = small, poorly fitted or top-dose-only effect, or another doubt; inactive = no such curve, though single readings can be large; an effect the other way counts as inactive or inconclusive.

SMILES | HEK293 cAMP cs | Tau filament bind | Casp7 inh | FLuc inh | BRCT PPI green | ERK AVP block | A350 autofl | USP2a inhib | BRCT inh red | CRE Fsk mod | Casp1 inh
COc1ccccc1NC(=O)CSc1nc(O)cc(=O)n1C | -1% | 6% | 1% | 2% | 0.6% | -15% | ? | 8% | 0.6% | -2% | -1%
CCOCCCNC(=O)Cc1c(C(=O)O)[nH]c2ccc(Cl)cc12 | 14% | -4% | 0% | 2% | -0.4% | . | . | . | -1.3% | -12% | -1%
O=C(Cn1cc2c(n1)CCCC2)Nc1ccccc1Br | ? | -17% | -4% | 4% | -2.2% | 2% | . | . | -0.3% | -4% | 0%
CC1(C)CC(NS(=O)(=O)c2ccc(S(=O)(=O)N3CCOCC3)cc2)CCO1 (stereo unspecified) | 1% | -13% | 0% | 1% | 0.0% | -11% | i | 6% | 0.2% | 1% | 2%
Cc1c(C(=O)NCc2ccc3c(c2)OCO3)oc2ccc(S(=O)(=O)N3CCCCCC3)cc12 | -2% | 53% | -2% | -1% | -0.2% | 9% | i | 46%[activator] | -0.6% | 2% | 2%
O=C(CCCc1ccccn1)c1ccccc1 | -1%[11.4 µM] | -12%[11.4 µM] | -2%[11.5 µM] | ? | 0.0%[15.4 µM] | 16%[11.5 µM] | i | . | -2.4%[15.4 µM] | 2%[7.6 µM] | -2%[11.5 µM]
CCC1(COC(NC(=O)c2cccnc2)(C(F)(F)F)C(F)(F)F)COC1 | 0% | 4% | 1% | 1% | -0.9% | 24% | i | 14% | 0.2% | 2% | -1%
Cc1cccc(NC(=O)CC2NC3CCCCC3NC2=O)c1 (stereo unspecified) | -3% | 1% | 0% | 0% | -1.8% | -9% | i | -3% | 0.9% | -1% | 2%
O=C(NCc1ccc2c(c1)OCO2)Oc1ccccc1 | 10% | 30% | 0% | 0% | -3.0% | -12% | . | . | 0.7% | -18% | -6%
O=C(C1CCCN(S(=O)(=O)c2cccc3cccnc23)C1)N1CCN(c2ccccc2F)CC1 (stereo unspecified) | -5% | 9% | -3% | 1% | -0.3% | ? | . | . | 0.5% | ? | -5%
O=C(O)c1ccc(C(=O)O)c2c(C(=O)O)ccc(C(=O)O)c12 | 1%[11.4 µM] | 12%[11.4 µM] | 1%[11.5 µM] | -3%[11.4 µM] | -0.4%[15.4 µM] | 3%[11.5 µM] | i | . | 0.4%[15.4 µM] | 0%[7.6 µM] | -3%[11.5 µM]
COc1ccc(C(=O)N(CCN2CCOCC2)CC(=O)NC2CCCC2)cc1OC | 5% | 3% | -1% | 2% | -0.5% | -11% | i | -1% | -1.4% | 1% | 0%
CN1CCN(S(=O)(=O)c2ccc(NC(=O)c3ccc(Br)o3)cc2)CC1 | 0% | -11% | -2% | 0% | 0.2% | -6% | i | 4% | 0.1% | 4% | 2%
COC(=O)c1ccc(Oc2nc(NC(C)C)nc(N(C)C)n2)cc1 | 21% | 19% | 0% | -3% | -0.6% | 5% | i | -2% | -0.1% | 7% | 0%
CCC(C)n1cnc2c(c1=O)c1nc3ccccc3nc1n2-c1ccc2c(c1)OCCO2 (stereo unspecified) | 5% | -10% | -4% | 1% | -2.5% | -8% | 4.9e-08M* | 18% | -3.6% | ? | -7%
O=C(Nc1ccc2c(c1)OCO2)C1CCCN1C(=O)Nc1ccccc1F (stereo unspecified) | -6% | -10% | 0% | 2% | -0.5% | -12% | i | 9% | 0.4% | -10% | 3%
O=C(COc1ccc(Cl)cc1)NCc1nnc(SCC(=O)c2ccccc2)o1 | 12% | 13% | -1% | 1% | -0.9% | -7% | i | 5% | 0.2% | -8% | -1%
CCOC(=O)c1cc2ccc(OC)c(OC)c2c(=O)s1 | 7% | -18% | -6% | -4% | -1.8% | -2% | ? | 1% | -0.5% | ? | -5%
CC(C)c1nc(N(C)S(C)(=O)=O)nc(-c2ccc(F)cc2)c1/C=C/C(O)CC(O)CC(=O)O (stereo unspecified) | . | . | -2% | . | -0.8%[3.08 µM] | 4% | . | 7% | -0.4% | . | 0%
O=C(NCc1cccs1)Nc1ccc2c(c1)OCO2 | 0% | 5% | 0% | -11% | -3.7% | -13% | i | -9% | -1.4% | -1% | 2%
CCOC(=O)CC(=O)CSc1nc2c(sc(=S)n2-c2ccccc2)c(=O)[nH]1 | 8% | -10% | -8% | -3% | 3.6% | -10% | ? | ? | -1.6% | 17% | -3%
COC(=O)COc1cccc(NS(=O)(=O)c2ccc(NC(C)=O)cc2)c1 | 3% | 5% | -1% | 8% | 0.9% | -6% | i | -1% | 0.6% | -4% | 0%
CC(C)C(C)/C=C/C(C)C1CCC2C3=CC=C4CC(O)CCC4(C)C3CCC21C (stereo unspecified) | . | . | -4% | . | 1.6%[3.08 µM] | 31% | . | 9% | 0.3% | . | -2%
CCCN(CC1CC1)C(=O)Nc1ccccc1C | 30% | -10% | -1% | -1% | -2.3% | 3% | i | -4% | 0.4% | -14% | -2%
CCCOC(=O)/C(C(N)=NCc1ccccc1)=C(\O)OCCC | 29%[11.4 µM] | -14%[11.4 µM] | -4% | -1% | 3.7% | 13% | . | -1%[7.66 µM] | -0.3% | -16%[7.6 µM] | -5%
Further entries follow:
SMILES | HEK293 cAMP cs | Tau filament bind | Casp7 inh | FLuc inh | BRCT PPI green | ERK AVP block | A350 autofl | USP2a inhib | BRCT inh red | CRE Fsk mod | Casp1 inh
CCOC(=O)C1CCN(C(=O)CNC(=O)OC(C)(C)C)CC1 | ? | 6% | 1% | 3% | -1.6% | 4% | i | -2% | 0.0% | -4% | 1%
CC12CCC(C(N)=O)(c3nc4ccccc4nc31)C2(C)C (stereo unspecified) | 6% | -12% | 0% | 2% | -0.5% | -1% | i | -4% | -1.1% | 2% | 1%
COCCNC(=O)C1(C)C=CCN1C(C)=O (stereo unspecified) | 5% | 15% | -1% | . | -2.2% | -5% | . | . | -0.7% | -4% | -4%
Cn1c(=O)c2[nH]c(CCCc3ccc([N+](=O)[O-])cc3)nc2n(C)c1=O | 1%[11.4 µM] | 27%[11.4 µM] | -3%[11.5 µM] | 5%[11.4 µM] | -2.6%[15.4 µM] | 13%[11.5 µM] | ? | . | -2.6%[15.4 µM] | -11%[7.6 µM] | -2%[11.5 µM]
COC(=O)c1cc2occc2n1CC(=O)N(C)C1CCCCC1 | 13% | -5% | 0% | 3% | -0.4% | -10% | i | 7% | 0.8% | 3% | 2%
Cc1ccc(CS(=O)(=O)CCC(=O)NCCN2CCCC2)cc1 | ? | -17% | 0% | -1% | -1.0% | 3% | ? | 4% | -1.4% | -14% | 1%
COc1cc(C2c3c(oc4ccc(C)cc4c3=O)C(=O)N2c2cc(C)ccn2)cc(OC)c1OC (stereo unspecified) | 2% | -11% | 0% | 2% | 0.4% | -8% | i | 7% | -1.7% | -4% | -2%
Cc1cc(C2=CC(C)(c3cc(C)oc3C)Nc3nc(C(F)(F)F)nn32)c(C)o1 (stereo unspecified) | 18% | -1% | 5% | -1% | -2.3% | 6% | i | 1% | -2.4% | ? | 1%
N#CCCN1CCN(S(=O)(=O)c2ccc(S(=O)(=O)NCC3CCCO3)cc2)CC1 (stereo unspecified) | 9% | 6% | -2% | 1% | -7.3% | -5% | . | . | 1.0% | -2% | 6%
Cc1[nH]c2ccccc2c1C(=O)CSc1ncn[nH]1 | -5% | 18% | -4% | -2% | -1.3% | -11% | i | -1% | 0.6% | -9% | -5%
CN(C)/C=N/c1nc2ccc3c(c2s1)CCCC3 | 15% | 40% | -2% | 10µM* | -1.0% | ? | 2.8e-08M* | 5% | -0.8% | 6% | 0%
CN(C)S(=O)(=O)N1CCC(Cc2ccccc2)CC1 | 16%[11.4 µM] | 4%[11.4 µM] | 0% | -1% | 0.6% | -5% | . | 7%[7.66 µM] | 1.1% | ? | 0%

Reformatted: entries from further up.
Screens in order: HEK293 cAMP cs, Tau filament bind, Casp7 inh, FLuc inh, BRCT PPI green, ERK AVP block, A350 autofl, USP2a inhib, BRCT inh red, CRE Fsk mod, Casp1 inh
- COCCNC(=O)C1(C)C=CCN1C(C)=O (stereo unspecified)
→ 5%, 15%, -1%, ., -2.2%, -5%, ., ., -0.7%, -4%, -4%
- Cn1c(=O)c2[nH]c(CCCc3ccc([N+](=O)[O-])cc3)nc2n(C)c1=O
→ 1%[11.4 µM], 27%[11.4 µM], -3%[11.5 µM], 5%[11.4 µM], -2.6%[15.4 µM], 13%[11.5 µM], ?, ., -2.6%[15.4 µM], -11%[7.6 µM], -2%[11.5 µM]
- COC(=O)c1cc2occc2n1CC(=O)N(C)C1CCCCC1
→ 13%, -5%, 0%, 3%, -0.4%, -10%, i, 7%, 0.8%, 3%, 2%
